Bioassay records: PubChem, Sanford-Burnham Center for Chemical Genomics
hIAP block: human IAP inhibitors, primary screen, biochemical, luminescence, uHTS; Intestinal-type alkaline phosphatase (Homo sapiens), P09923; purified IAP, CDP-Star luminescence, 30 min; inhibition, % at 10 µM; hit rate 0.12% among 330,000;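 active means inhibition reaching a set limit with compound at 10 µM in the primary screen, cut at about 35% in these data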;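 further: plate controls were DMSO wells with enzyme for no effect and no-enzyme buffer wells for full effect; values of inactives mirror those of a sister screen read the other way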
Target sequence (P09923 whole entry, looked up): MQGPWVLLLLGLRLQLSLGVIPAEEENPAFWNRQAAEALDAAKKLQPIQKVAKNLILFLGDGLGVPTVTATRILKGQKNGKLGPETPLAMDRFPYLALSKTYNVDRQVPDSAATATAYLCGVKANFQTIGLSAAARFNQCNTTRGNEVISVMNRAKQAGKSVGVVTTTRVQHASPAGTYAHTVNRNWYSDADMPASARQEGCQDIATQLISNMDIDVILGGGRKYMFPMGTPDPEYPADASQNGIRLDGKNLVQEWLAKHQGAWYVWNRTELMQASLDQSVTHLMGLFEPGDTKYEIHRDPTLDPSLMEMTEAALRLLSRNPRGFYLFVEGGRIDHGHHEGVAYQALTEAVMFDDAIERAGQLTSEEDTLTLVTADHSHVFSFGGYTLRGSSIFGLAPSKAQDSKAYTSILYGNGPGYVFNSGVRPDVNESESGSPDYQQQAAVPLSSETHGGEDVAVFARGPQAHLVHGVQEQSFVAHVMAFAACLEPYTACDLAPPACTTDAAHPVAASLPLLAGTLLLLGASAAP
mIAP act: activators of mouse IAP, primary screen, biochemical, luminescence, uHTS | intestinal alkaline phosphatase [Mus musculus] | muIAP, CDP-Star luminescence, 30 min; stronger effect = higher value; 1 = vehicle-only enzyme signal, 0 = enzyme-free wells | activation factor at 10 µM | hit rate 0.24% among 330,000;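 active means activation factor of at least 2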; further: the source names both 10 and 20 µM as test concentration; values of inactives mirror those of a sister screen read the other way
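Assay system: mouse IAP enzyme / Compound: DMSO-dissolved test compounds / Timing: 30 min, room temperature / Measured by: luminescence from enzymatic CDP-Star hydrolysis / Control set: DMSO-only wells, enzyme-free buffer wells as negative control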
PfGluPho inh: PfG6PD enzyme inhibitors, primary screen, biochemical, fluorescence intensity, uHTS; glucose-6-phosphate dehydrogenase-6-phosphogluconolactonase (Plasmodium falciparum 3D7); PfGluPho enzyme, NADPH resazurin-diaphorase fluorescence; inhibition, % at 20 µM; hit rate 0.78% among 350,000; AID 504690, 2011;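 active means inhibition reaching at least a set limit at 20 µM in the primary screen, cut at about 59% in these data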;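 further: 0% = DMSO wells with substrate and 100% = DMSO wells lacking glucose-6-phosphate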
hIAP activ: human IAP activators, primary screen, biochemical, luminescence, uHTS | Intestinal-type alkaline phosphatase (Homo sapiens), P09923 | purified human IAP, CDP-Star luminescence, 30 min; stronger effect = higher value; 1 = vehicle-only enzyme, 0 = enzyme-free background | activation factor at 10 µM | hit rate 0.16% among 330,000;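 active means activation factor of the enzyme at least 2-fold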; further: the source names both 10 and 20 µM as test concentration; values of inactives mirror those of a sister screen read the other way
mIAP block: inhibitors of mouse IAP, primary screen, biochemical, luminescence, uHTS; purified mouse IAP, CDP-Star luminescence, 30 min; inhibition, % at 10 µM; hit rate 0.2% among 330,000;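 active means inhibition of at least 40% at 10 µM in the primary screen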;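 further: plate controls were DMSO with enzyme for no effect and no enzyme wells for full effect; values of inactives mirror those of a sister screen read the other way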
A3A deaminase: APOBEC3A ssDNA deaminase inhibitors, primary screen, selectivity assay for APOBEC3G inhibitor project, biochemical, FAM/TAMRA oligo cleavage fluorescence; DNA dC->dU-editing enzyme APOBEC-3A (Homo sapiens), P31941; recombinant A3A, FAM/TAMRA ssDNA deamination fluorescence; inhibition, % at 20 µM; hit rate 0.41% among 330,000; AID 493011, 2011;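 active means at least 40% inhibition at 20 µM here, with at most 30% in a related deaminase screen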;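 further: plate controls were A3A with DMSO for no effect and wells lacking A3A enzyme for full effect; some results filed as inactive read as strong as hits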
Target sequence (P31941 whole entry, looked up): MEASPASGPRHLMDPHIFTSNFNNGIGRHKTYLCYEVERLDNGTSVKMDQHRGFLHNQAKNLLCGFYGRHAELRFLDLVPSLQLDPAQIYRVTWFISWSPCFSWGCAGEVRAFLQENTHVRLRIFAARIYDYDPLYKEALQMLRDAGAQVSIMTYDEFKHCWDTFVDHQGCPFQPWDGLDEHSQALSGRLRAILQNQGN
ATG4B inhibitor: ATG4B protease inhibitors, primary screen, biochemical, fluorescence, uHTS; Cysteine protease ATG4B (Homo sapiens), Q9Y4P1; ATG4B cleavage of LC3-PLA2, NBD-HPC fluorescence, 1 h; inhibition, % at 8.33 µM; hit rate 0.51% among 340,000; in the data active means inhibition above about 40%
HKDC1 inh: HKDC1 hexokinase inhibitors, primary screen, biochemical, fluorescence, uHTS; inhibition, % at 20 µM; Q2TB90; recombinant HKDC1, G6PDH/diaphorase resazurin coupled fluorescence; hit rate 0.16% among 340,000;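 active means inhibition above about 35% when tested at 20 µM, limit read from the data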;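 further: plate controls were DMSO wells with enzyme for no effect and DMSO wells lacking enzyme for full effect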
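Test system: HK5 enzyme. Quantity: 5 µg/mL HK5 final. Reagent: glucose and ATP substrates. Schedule: 90 min reaction incubation at room temperature, dark. Technique: resazurin-to-resorufin fluorescence via G6PDH and diaphorase coupling, 525/613 nm. Control set: DMSO wells with and without enzyme mix.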
* hit, by the source's call; x = not tested or not shown.

hIAP block	mIAP act	PfGluPho inh	hIAP activ	mIAP block	A3A deaminase	ATG4B inhibitor	HKDC1 inh	compound
-42	1.3	0	1.4	-28	1	-3	-3	CCc1ccc(CN2CCC(C(=O)Nc3ccc(Oc4ccccc4)nc3)CC2)o1
-47	0.88	-28	1.5	12	1	-8	-9	CCCCCCCC(=O)NNC(=O)c1c(O)c2ccccc2[nH]c1=O
-2	0.99	6	1	1	-1	15	7	Brc1ccc(-c2nnc(Cc3ccccc3)o2)cc1
-15	0.95	-22	1.2	5	1	-10	2	O=C(N/N=C/c1c(O)ccc2ccccc12)Nc1ccccc1
19	0.92	4	0.81	8	11	-2	-4	CC(C)(C)S(=O)(=O)c1cnc(N2CCCCC2)nc1N
-6	0.97	8	1.1	3	0	-2	0	NC(=NC(=O)c1ccc(OC(F)(F)F)cc1)c1ccc(C(F)(F)F)cn1
-65	0.98	-24	1.6	2	5	-1	0	CCCn1nc(C(=O)NNC(=O)Cc2ccc(S(=O)(=O)N3CCOCC3)s2)c2ccccc2c1=O
-26	0.88	52	1.3	12	-3	15	10	COc1cccc(CNc2ccc(N3CCCCC3)cc2)c1OC
-26	0.86	-19	1.3	14	-2	0	-11	Cc1cccc(C(=O)NNC(=O)CCC(=O)Nc2cccc(Cl)c2C)c1
6	1.1	7	0.94	-5	-2	-7	-2	CCCc1nc(SCC(=O)N2CCCC2)c2c(=O)n(C)c(=O)n(C)c2n1
3	0.93	4	0.97	8	-3	2	-1	C=C(C)C(=O)OCC(C)C
-2	0.97	13	1	3	-1	2	-6	Cc1ccc(S(=O)(=O)N2CCN(c3ccc(C(F)(F)F)cc3[N+](=O)[O-])CC2)cc1
15	0.99	12	0.85	1	-1	-5	-11	O=C(CCCc1nc2ccccc2s1)NCc1ccccc1
-87	0.64	-42	1.9	36	-3	-11	-10	COc1ccc(/C=C2\SC(=O)N(CC(=O)NNC(=O)c3ccccc3O)C2=O)cc1OC
-14	0.95	0	1.1	5	2	-8	-11	O=C(Cn1nnc(-c2ccccc2Cl)n1)N/N=C/c1ccc(-c2cccc(Cl)c2)o1
-6	0.83	7	1.1	17	4	-10	-8	COc1ccc(C(=O)NC2CCCCC2)cc1S(=O)(=O)N1CCOCC1
-6	0.9	-5	1.1	10	0	-3	6	COc1ccc(CCNC(=S)c2ccccc2)cc1OC
-2	0.96	2	1	4	-7	2	-6	Cn1c(SCc2cccc(Br)c2)nc2c1c(=O)[nH]c(=O)n2C
-13	0.99	37	1.1	1	-1	1	0	COc1ccc(NC(=O)c2ccc3nc(C)sc3c2)cc1
6	1	-15	0.94	-1	2	3	-3	CCN(CC(=O)Nc1c(F)cccc1F)C(=O)c1cc2ccccc2oc1=O
-18	1	-6	1.2	-3	-4	0	-5	NNC(=O)CCc1nc2ccc(O)cc2[nH]1
-13	0.96	-15	1.1	4	-3	-4	-2	N#Cc1ccc(CN2CCN(C(=O)CNC(=O)Cc3ccccc3)CC2)cc1
-1	1.1	4	1	-6	-3	-5	-4	CSc1ccccc1NC(=O)CN(C)CC(=O)Nc1ccc(S(=O)(=O)N2CCCC2)cc1
-19	0.96	5	1.2	4	-3	-17	-9	Cc1nc2n(COCCO)cnn2c(=O)c1Br
22	0.91	8	0.78	10	2	-19	-14	CC1Cc2ccccc2N1C(=O)CSc1nnc(CSc2ncccn2)n1C (configuration not stated)
10	1	-3	0.9	0	4	2	-2	O=C(NC1CCCCC1)c1ccc(CNc2c(N3CCOCC3)c(=O)c2=O)cc1
2	0.96	17	0.98	4	-2	-15	-7	CCN(CC)C(=O)C1=C(C)NC(=S)NC1c1cn(-c2ccccc2)nc1-c1ccc(Cl)cc1 (configuration not stated)
-7	1.1	7	1.1	-5	-1	-10	-3	COc1ccc(N2CCN(C(=O)CNC(=O)c3cn(-c4ccccc4OC)c(=O)c4ccccc34)CC2)cc1
0	0.88	-2	1	12	-1	7	-2	CCOc1ccccc1NC1c2ccccc2C(=O)N1c1cccnc1 (configuration not stated)
-3	0.88	-15	1	12	-1	-2	-4	CCn1c(SCCC(=O)O)nnc1-c1cccnc1
7	0.95	18	0.93	5	-2	-1	4	COCC(C)n1c(C)cc(C(=O)COC(=O)/C=C/c2cccc(F)c2)c1C (configuration not stated)
-14	1	6	1.1	-3	-1	0	-11	O=C(Nc1nnc(SCC(=O)N2CCOCC2)s1)c1ccccc1Cl
13	0.96	10	0.87	4	4	-13	-4	COc1ccc(S(=O)(=O)Nc2ccc3ccccc3c2)cc1C
-3	0.96	-2	1	4	-3	-13	-4	CS(=O)(=O)Nc1ccc(C(=O)CSc2nnc(C3CC3)n2C2CC2)cc1
-22	1.1	-19	1.2	-7	4	4	-2	NC1=NC(c2ccccc2)=NC1(NC(=O)c1ccccc1)C(Cl)Cl (configuration not stated)
1	1	-20	0.99	-2	0	4	-8	O=C(Nc1ccc(NC(=O)c2sc3ccccc3c2Cl)cc1)c1ccco1
7	0.97	-4	0.93	3	-5	3	2	O=c1c2ccccc2oc2cc(-c3ccc4[nH]ccc4c3)ccc12
-5	0.94	8	1.1	6	100	15	35*	COCCN(C(=O)COC(=O)c1cc2c(s1)CCC2)c1c(N)n(Cc2ccccc2)c(=O)[nH]c1=O
5	1.2	-1	0.95	-22	-4	5	1	CCc1cc2cc(C)ccc2nc1SCC(=O)N1CC(=O)Nc2ccccc21
11	0.89	-8	0.89	11	1	-27	-5	NS(=O)(=O)c1ccc(N=Nc2c(-c3ccccc3)[nH]n(-c3nc(-c4ccccc4)cs3)c2=O)cc1
4	1.1	28	0.96	-7	-2	-9	8	COc1ccc(N2CCN(C(=O)C(CCSC)N=C3NS(=O)(=O)c4ccccc43)CC2)cc1 (configuration not stated)
11	1.2	14	0.89	-20	4	5	3	Cc1ccc(NC(=O)c2ccc(OCc3c(C)noc3C)cc2)cc1C
4	0.99	-5	0.96	1	-1	-8	-1	O=C(COC(=O)c1ccc(O)cc1)NC(=O)NCc1ccccc1
-4	1	-10	1	-4	0	1	-1	Cc1cc(C)cc(N(C(=O)c2csnn2)C(C(=O)NC(C)(C)C)c2ccncc2)c1 (configuration not stated)
-14	1.1	3	1.1	-6	1	5	-7	CCOC(=O)N1CCN(C(=O)CSc2nnc(CNC(=O)c3ccccc3F)o2)CC1
6	1	3	0.94	-2	-5	-5	1	Cc1cc(C)n2nc(SCc3ccc(F)cc3Cl)nc2n1
7	1	-12	0.93	-1	-5	3	-5	CS(=O)(=O)N(CC(=O)NCc1ccccc1)c1ccc(Cl)cc1
-22	0.94	-12	1.2	6	-2	0	-1	COC(=O)c1cc(S(=O)(=O)N2CCN(c3ccccc3F)CC2)c[nH]1
0	1.1	-18	1	-6	-4	-6	5	O=C(Nc1ccccc1F)c1ccc2nc(N3C(=O)CCC3=O)sc2c1
6	1.1	-27	0.94	-5	-1	-1	-10	COC(=O)[C@H](Cc1ccccc1)NC(=O)N1CC(C)OC(C)C1 (some centres not stated)
-11	1	-4	1.1	0	-3	-21	-4	O=C(COC(=O)c1nn(CCO)c(=O)c2ccccc12)Nc1ccc(Cl)c(Cl)c1
4	0.95	16	0.96	5	1	-4	-8	CCOC(=O)Cc1ccc(NC(=O)c2cccc([N+](=O)[O-])c2)cc1
-10	1.1	12	1.1	-6	-5	7	2	COc1ccc(C2(c3ccc(OC)cc3)NC(=O)N(CC(=O)Nc3ccccc3C(F)(F)F)C2=O)cc1
0	0.93	-13	1	7	-1	5	3	COc1cccc2c(Cl)c(CC=C(Cl)Cl)c(C)nc12
12	0.77	-34	0.88	23	28	101*	10	Cc1c(Cl)cccc1NS(=O)(=O)c1ccc2c(c1)C1C=CCC1C(c1ccc(C(=O)O)cc1)N2 (configuration not stated)
8	0.96	-11	0.92	4	2	2	-6	Cc1ccc(NC(=O)N2CCC(NC(=O)c3cccc(F)c3)CC2)cc1
0	0.93	-6	0.99	8	0	-4	-5	Cc1cc(NC(=O)COC(=O)c2nccnc2N)n(-c2ccccc2)n1
-1	0.9	-1	1	10	1	-4	-8	CC1CC(C)CN(CCCCOc2ccc([N+](=O)[O-])cc2)C1 (configuration not stated)
-4	1	-4	1	0	-2	1	-4	CC(C)N(C(=O)[C@H]1CC(CC(=O)NCCCn2ccnc2)C(=O)N2CCc3c([nH]c4ccccc34)[C@]12C)C(C)C (some centres not stated)
-1	1.1	-2	1	-7	-2	0	-3	Cc1ccc(C)c(-n2nnnc2SCC(=O)NCC2CCCO2)c1 (configuration not stated)

(more compounds)
hIAP block	mIAP act	PfGluPho inh	hIAP activ	mIAP block	A3A deaminase	ATG4B inhibitor	HKDC1 inh	compound
-6	0.93	-4	1.1	7	-3	-8	4	O=C(CCn1c(=O)oc2ccccc21)N1CCCCCC1
-11	0.97	3	1.1	3	-4	-1	-3	CCc1cc(C(=O)NCC(C)(C)N2CCOCC2)sc1C
-8	1.1	7	1.1	-6	-2	-2	-6	Cc1ccccc1NC(=S)NC(C)C(c1ccccc1)N1CCN(C)CC1 (configuration not stated)
-18	1.1	-3	1.2	-12	2	7	-6	O=C(Nc1ccnn1C1CCN(Cc2ccccc2)CC1)C1CCCC1
-10	0.96	-9	1.1	4	6	1	-2	COc1ccccc1NC(=O)c1ccc(Br)o1
-14	1	-3	1.1	0	5	-13	-8	COc1ccc(CCNC(=O)COc2ccc([N+](=O)[O-])cc2)cc1
17	0.91	4	0.83	10	-1	-3	-7	O=c1[nH]c(SCc2ccc(Cl)cc2)nc2ccccc12
4	1	6	0.96	0	-2	-1	-1	COCCCNC(=O)CNC(=O)c1nn(-c2ccc(OC)cc2OC)c(=O)c2ccccc12
28	0.78	5	0.72	22	1	-5	-2	O=C1CNC(=O)/C1=C\c1ccc(O)cc1
-1	1.1	19	1	-5	-2	-13	-13	NC(CSC12CC3CC(CC(C3)C1)C2)C(=O)O (configuration not stated)
x	1.2	-10	x	-11	2	0	-3	O=C(Cn1cnc2c(NCc3ccccc3)ncnc21)NCC1CCCO1 (configuration not stated)
6	0.96	-5	0.94	4	-1	-3	2	CCCCSc1nc2c(c(C(F)(F)F)c1C#N)CCC2
14	0.98	-10	0.86	2	-6	-2	-3	COc1ccccc1NC(=O)CSc1nc(O)c(Cc2ccccc2)c(=O)[nH]1
3	1.1	-16	0.97	-9	2	-13	-8	C=CCn1c(CCNC(=O)c2ccccc2F)nnc1SCC(=O)Nc1nc2ccccc2s1
